AmpC detergent – qHTS Inhibitors of AmpC Beta-Lactamase (assay with detergent) | P00811 | AmpC hydrolysis of nitrocefin, absorbance 480 nm, 0.01% Triton | Potency, µM (series often up to 114 µM), for the others: top-dose activity change, negative = inhibition, most hits filed as inhibitors | 0.041% of 370,000 active;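 also: potency is read from the fitted curve at half-maximal effect; 0% = no-compound wells and -100% = no-enzyme wells; nearly all actives have a fitted effect of over 25% in size; some results filed as inactive show a strong effect at the top dose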
Target sequence (P00811 whole entry, looked up): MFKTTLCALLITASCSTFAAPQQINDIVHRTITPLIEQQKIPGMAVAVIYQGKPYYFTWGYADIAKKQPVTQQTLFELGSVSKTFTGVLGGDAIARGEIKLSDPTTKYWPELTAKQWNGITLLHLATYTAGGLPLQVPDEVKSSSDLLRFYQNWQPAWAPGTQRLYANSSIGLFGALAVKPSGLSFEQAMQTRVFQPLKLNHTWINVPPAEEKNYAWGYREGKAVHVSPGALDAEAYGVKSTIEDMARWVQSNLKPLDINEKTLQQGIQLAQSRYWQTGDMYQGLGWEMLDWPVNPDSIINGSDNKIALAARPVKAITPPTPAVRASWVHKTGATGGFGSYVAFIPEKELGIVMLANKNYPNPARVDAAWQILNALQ
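AmpC (5.3 nM in the dispensed reagent) in 20 mM phosphate pH 7.0 with 0.01% (detergent screen) or 0.0001% Triton X-100 was preincubated with compounds for 15 min at room temperature. Nitrocefin was then added from an 800 uM solution, and hydrolysis was followed at 480 nm.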
Giardia FBPA inh – qHTS Assay for Inhibitors of Fructose-1,6-bisphosphate Aldolase from Giardia Lamblia; A8B2U2; purified Giardia FBPA; Potency, µM (series often up to 59.6 µM), inactives show at the highest dose activity, negative = inhibition, hits mostly inhibitors; 0.71% of 290,000 active; also: potency is read from the fitted curve at half-maximal effect; % is scaled to controls: 0 for no effect and ±100 for the full control effect; nearly all actives have a fitted effect of over 55% in size
Target sequence (A8B2U2 whole entry, looked up): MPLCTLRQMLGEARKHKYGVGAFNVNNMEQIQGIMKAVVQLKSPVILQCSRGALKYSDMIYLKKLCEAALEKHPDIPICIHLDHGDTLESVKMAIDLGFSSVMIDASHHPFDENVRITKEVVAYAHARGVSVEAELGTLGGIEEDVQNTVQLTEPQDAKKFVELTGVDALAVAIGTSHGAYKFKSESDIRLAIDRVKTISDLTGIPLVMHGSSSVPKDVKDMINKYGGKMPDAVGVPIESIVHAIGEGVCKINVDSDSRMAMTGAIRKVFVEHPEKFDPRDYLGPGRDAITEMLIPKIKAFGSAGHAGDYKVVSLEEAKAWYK
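40 nM FBPA preincubated 10 min at RT with compound (up to 57.5 uM final), then substrate plus GAPDH/TPI/NAD/arsenate coupling and diaphorase/resazurin added. Fluorescence read after 20 min at RT, 525/598 nm.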
HCMV antiviral – qHTS Assay for inhibitors of the human cytomegalovirus (HCMV) | HFF cells, HCMV-luciferase reporter, 72 h; active compounds read low | activity change, negative = inhibition, % at 57.5 µM | 4.5% of 410,000 active | AID 1259415, 2018; in the data active = activity change below about -60%; inconclusive = no clear call, values can overlap the other calls; inactive = above about -39%; also: % is scaled to controls: 0 for no effect and ±100 for the full control effect
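Two-dose cell screen: HFF monolayers treated with compounds and infected with luciferase-expressing HCMV at 1 PFU/cell, 72 h at 37C, then lysed for luciferase measurement.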
AmpC inh no detg – qHTS Inhibitors of AmpC Beta-Lactamase (assay without detergent); AmpC nitrocefin hydrolysis, absorbance 480 nm, 0.0001% Triton; AID 485341, 2010; 0.52% of 330,000 active; Potency, µM (highest dose often 57.1 µM), for the others: top-dose activity change, negative = inhibition, usual class: inhibitors; P00811;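 also: potency is read from the fitted curve at half-maximal effect; plate controls were no compound for no effect and no enzyme for full effect; nearly all actives have a fitted effect of over 20% in size; some results filed as inactive show a strong effect at the top dose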
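AmpC (5.3 nM in the dispensed reagent) in 20 mM phosphate pH 7.0 with 0.01% (detergent screen) or 0.0001% Triton X-100 was preincubated with compounds for 15 min at room temperature. Nitrocefin was then added from an 800 uM solution, and hydrolysis was followed at 480 nm.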
Shiga inhibitor – A qHTS for Small Molecule Inhibitors of Shiga Toxin. Vero cells, Shiga toxin protein synthesis inhibition reporter. inhibition, % at 38.7 µM. 9.2% of 290,000 active; in the data active = inhibition mostly above about 28%, no sharp cut-off; inactive = mostly below about 43%; also: 0% is about no effect
CHX counter – Cycloheximide Counterscreen for Small Molecule Inhibitors of Shiga Toxin. cell reporter, cycloheximide protein synthesis inhibition counterscreen. max response, %. 12% of 300,000 active. AID 2314, 2010; in the data active = max response mostly above about 13%, no sharp cut-off; inactive = mostly below about 14%; also: read at 38.3 µM for the half of the compounds with a filed dose; 0% is about no effect
AMA1 RON2 block – qHTS for Inhibitors of AMA1-RON; Towards Development of Antimalarial Drug Lead: Primary Screen. Plasmodium falciparum AMA1 (3D7) - RON2 peptide interaction. AlphaScreen AMA1-biotinylated RON2 peptide binding. Potency, µM (titrated, usually from 58.2 µM), for inactives: at the top dose activity change, negative = inhibition, most hits filed as inhibitors. 0.2% of 360,000 active;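 also: potency is read from the fitted curve at half-maximal effect; 0% = vehicle wells and -100% = peptide control; nearly all actives have a fitted effect of over 45% in size; some results filed as inactive show a strong effect at the top dose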
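AMA1 (3D7) with his tag at 25 nM final met compounds first, then biotinylated RON2 peptide at 25 nM; detection used donor plus acceptor beads, 10 µg/mL apiece, read by AlphaScreen after 30 min at room temperature.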
An asterisk follows results filed as active; ? = inconclusive; . = no result given; + = active, no number; [ ] = another dose, or the depositor's remark. Unless noted, calls follow the shape of the dose curve; as a rule, active = well fitted curve in the direction sought with a large enough effect; inconclusive = small, poorly fitted or top-dose-only effect, or another doubt; inactive = no such curve, though single readings can be large; an effect the other way counts as inactive or inconclusive.

Order of values: AmpC detergent, Giardia FBPA inh, HCMV antiviral, AmpC inh no detg, Shiga inhibitor, CHX counter, AMA1 RON2 block
COc1ccc(-c2[nH]ncc2CN(C)Cc2cccnc2)c(F)c1
    7%, -3%, -39, -19%, -10, -1, 4%
CCCNc1nc(C)cc(-c2cc(-c3ccccc3)on2)n1
    -4%, 0%, -6, 2%, -1, 6, 3%
Cc1cc(C)c(OCC(=O)OCC(=O)N2c3ccccc3CC2C)c(C)c1 (stereo not drawn)
    ?, ., 3, -8%, ., ., -5%
CCOc1ccc(OCc2cccc(C(=O)N3CCCCCC3)c2)cc1
    1%, 4%, -4, 71%[activator], +, 65*, -10%
CCCc1[nH]nc2c1C(c1ccc(OC)cc1OC)C(C#N)=C(N)O2 (stereo not drawn)
    0%, 4%, 5, -20%, -14, -2, 8%
CCOC(=O)C1CCCN(C(=S)NC2CCCCC2)C1 (stereo not drawn)
    -13%, 0%, -26, -11%[11.4 µM], 23, 1, 3%
CC(=O)c1ccc(N2CCN(C(=O)C(=O)c3cn(CC(=O)N4CCCCCC4)c4ccccc34)CC2)cc1
    -3%, ., -25, 107%[activator], -2, 2, 6%
Cc1ccc(CNCC(=O)Nc2cccc(S(=O)(=O)NC3=NCCCCC3)c2)cc1
    -2%, ?, -11, -14%, -6, -2, 6%
O=C(COC(=O)CNC(=O)c1ccccc1)Nc1ccc2c(c1)OCO2
    -12%, -26%, -3, 1%, -7, -4, 8%
Cc1ccc(/C=c2/sc3n(c2=O)CCCN=3)o1
    ?, ?, 45, -3%, 60*, 35*, -7%
CC(C)CC1=NN(C(=O)c2cccnc2)C(O)(C(F)(F)F)C1 (stereo not drawn)
    ?, 8%, -37, -16%, -9, -3, 12%[2.32 µM]
O=C(NNC(=O)c1ccc(Cn2cccn2)o1)NC12CC3CC(CC(C3)C1)C2
    -8%, ., -30, -14%, -5, -2, 40%[activator]
C[N+]12CCC(CC1)C(C#N)(N1CCOCC1)C2 (stereo not drawn)
    ?, 3%, -18, -3%, 10, -5, 4%
O=S(=O)(c1ccc(S(=O)(=O)n2cnc3ccccc32)cc1)N1CCCCCC1
    -15%, 13%, 17, -19%, 33, -3, -5%
CCC(C)NC(=O)COC(=O)c1cccnc1Nc1ccccc1F (stereo not drawn)
    -13%, 1%, -22, -4%, -1, 8, 3%
Cn1c2c(c(=O)n(C)c1=O)C(NC(=O)C(C)(C)C)(C(F)(F)F)C(=O)N2 (stereo not drawn)
    -10%, -6%, -11, -6%, -15, 1, 30%[activator]
C(=N\c1nc2ccccc2n1CCN1CCOCC1)/c1cccs1
    -12%, -1%, 65, -10%, -1, -2, -1%
COc1ccc(OCCNS(=O)(=O)c2ccc3oc4ccccc4c3c2)cc1
    2%, 0%, 33, -50%, -11, -5, -8%
CCN(CC)c1ccc(C=C2C(=O)OC3(CCCC3)OC2=O)cc1
    -4%, 2%, -24, -23%, -6, -3, -7%
CCOC(=O)/C(=C/c1ccco1)NC(=O)c1ccc(Br)o1
    1%, 3%, 4, -15%, 13, 9, 6%

Compound profiles, from the list above:
Cc1ccc(CNCC(=O)Nc2cccc(S(=O)(=O)NC3=NCCCCC3)c2)cc1 reads AmpC detergent = -2%; Giardia FBPA inh = ?; HCMV antiviral = -11; AmpC inh no detg = -14%; Shiga inhibitor = -6; CHX counter = -2; AMA1 RON2 block = 6%
O=C(COC(=O)CNC(=O)c1ccccc1)Nc1ccc2c(c1)OCO2 reads AmpC detergent = -12%; Giardia FBPA inh = -26%; HCMV antiviral = -3; AmpC inh no detg = 1%; Shiga inhibitor = -7; CHX counter = -4; AMA1 RON2 block = 8%

New compounds follow:
Order of values: AmpC detergent, Giardia FBPA inh, HCMV antiviral, AmpC inh no detg, Shiga inhibitor, CHX counter, AMA1 RON2 block
CC1(C)CC(=O)C2=C(C1)NC(=O)NC2c1ccccc1 (stereo not drawn)
    -9%, 7%, -29, -9%[11.4 µM], -5, -1, 11%
O=C(N/N=C1/CCCc2ccccc21)c1cc([N+](=O)[O-])cc([N+](=O)[O-])c1
    -8%, -3%, -12, -19%, -3, -2, .
CCCCn1c(N)c(N(CC(C)C)C(=O)CSCc2ccc(Cl)c(Cl)c2)c(=O)[nH]c1=O
    0%, ., -12, -40%, ., ., -20%
Cn1c(O)c(/C=N/N2CCOCC2)c(=O)n(C)c1=S
    -1%, -5%, 20, -9%, -1, 2, 16%
COc1ccc(Cl)cc1NC(=O)c1noc2c1CCCC2
    2%, -10%, -2, -20%, 51*, 19*, -1%
CCCCCCC(C)(C)c1ccc([C@@H]2C[C@H](O)CC[C@H]2CCCO)c(O)c1
    ?, -4%, 28, 238%[activator], ., ., 5%
CCOC(=O)C1=C(C)NC(=O)NC1c1ccc2c(c1)OCO2 (stereo not drawn)
    5%, 7%, 5, -24%, 9, 7, 2%
c1ccc(COC[C@H]2CO2)cc1
    ., 5%, ., ., -15, -8, .
O=C(COc1ccccc1[N+](=O)[O-])N/N=C/c1ccccn1
    ?, 3%, 14, -11%, 24, 9, 95%[activator]
CC(Oc1ccc(F)cc1)C(=O)Nc1nc(-c2ccccn2)cs1 (stereo not drawn)
    -1%, ., -90*, -30%, ., ., 65%[activator]
Nn1c(Cc2cccc3ccccc23)nnc1SCc1ccc(Cl)c(Cl)c1
    8%, -7%, -6, 3%, -2, 7, -2%[11.6 µM]
S=C(Nc1ccc(Oc2ccccc2)cc1)NC1CCCCCC1
    0%, 9%, -32, -27%, 13, -2, -1%[11.6 µM]
Cc1cc(C)cc(NC(=O)C2CC(=O)n3ncnc3N2)c1 (stereo not drawn)
    -7%, -9%, -22, 1%, -11, 1, -2%
CC1CC(OC(=O)C2CCN(S(=O)(=O)c3ccc(F)cc3)CC2)C(=O)O1 (stereo not drawn)
    ?, ., -13, 22%, ., ., 14%
COc1cc2c(cc1OC)/C(=C/C(=O)c1ccc(NC(C)=O)cc1)NCC2
    -14%, -2%, 57, -2%, -7, -5, 3%
COc1ccccc1N(C)S(=O)(=O)c1ccc(C(=O)OCC(=O)NCc2ccco2)cc1
    ?, 2%, -6, -3%, 1, -3, -2%
CNC(=O)Cn1ncc2c(C)n(Cc3ccc(C)cc3)c(C)c2c1=O
    -10%, -1%, -2, 23%, -8, -2, -1%
O=c1c2ccccc2sc2nc(C3CCCCC3)n(Cc3ccco3)c(=O)c12
    0%, -12%, -28, -24%, 24*, 3, -13%
O=C(Nc1nccs1)c1ccc(N2C(=O)C3CCCCC3C2=O)cc1 (stereo not drawn)
    -9%, 2%, 13, -16%, 70*, 37*, 2%
CC(C)(C)c1cc(CN(CCO)CCO)cc(C(C)(C)C)c1O
    3%, ?, 17, -18%, -10, -2, -10%
CCc1ccc(Nc2ccc(C(=O)O)cc2[N+](=O)[O-])cc1
    1%, 6%, 170, -29%, 19, -1, -3%
O=C(c1cc2c(s1)CCCC2)N1CCN(C(=O)C2CCCO2)CC1 (stereo not drawn)
    1%, -23%, 18, -7%, 14, 12, -2%
CC[C@@H]1C=C(C(=O)O)[C@H](c2ccc(Br)cc2)N1S(=O)(=O)c1ccc(C)cc1
    ., ., 21, 3%, ., ., -8%
C#Cc1ccc([C@@H]2C=C(C(=O)N3CCN(Cc4ccccc4)CC3)O[C@H](OCCCCO)C2)cc1
    5%, -7%, ., 159%[activator], 8, -2, .
O=c1c(-c2n[nH]c(=S)n2-c2ccccc2)cccn1Cc1cccc(Cl)c1
    ?, 1%, ?, -11%, 10, -3, 128%[activator]
COc1cccc(NS(=O)(=O)c2csc(C(N)=O)c2)c1
    -1%, -1%, ?, -17%, -19, -2, -6%
O=S(=O)(NCCc1cn2ccccc2n1)c1ccc(-c2ccccc2)cc1
    -1%, 5%, -17, -7%, -13, -2, -16%
COc1ccccc1CNC(=O)COC(=O)c1ccccn1
    -9%, ., -19, -13%, ., ., 54%[activator]
Cc1cccc(NC(=O)c2ccc(COc3ccccc3[N+](=O)[O-])o2)n1
    ?, -4%, -5, -22%, 33, 9, -12%
COc1ccccc1N(C(=O)CN1C(=O)c2ccccc2S1(=O)=O)C(C(=O)NCC1CCCO1)c1ccc(F)cc1 (stereo not drawn)
    ?, 0%, -39, 185%[activator], -6, -3, -14%
O=C(CNC(=O)c1ccc(Br)cc1)NCCc1nc2ccccc2[nH]1
    0%, -2%, -1, 4%, 4, 13, 1%
Cc1ccc2nsnc2c1N
    -4%, -6%, ?, -6%, -6, -1, 3%
O=C1CC(c2cccs2)Cc2nc(NC(=O)C3CC3)ncc21 (stereo not drawn)
    7%, -11%, -36, -4%, 36, 2, 0%
COc1ccc(OC)c(Nc2cc(C)nc3ccccc23)c1
    -3%, 1%, 8, -29%, 5, -1, -16%
COc1ccccc1NC(=O)c1ccc(NC(=O)CSc2nc(N)cc(=O)[nH]2)cc1
    -1%, ., ?, -20%, ., ., -3%
O=C(CCNS(=O)(=O)c1ccccc1)N1CCC(Cc2ccccc2)CC1
    -1%, ., -34, 37%, -5, 2, -7%
Cc1nn(-c2ccccc2)c(Cl)c1/C=N/Nc1nc2ccccc2[nH]1
    -1%, 3%, 45, -19%, 146*, 39*, 23%
CCn1cc(CN2CCC(n3nccc3NC(=O)c3ccccc3C)CC2)cn1
    -23%, -7%, 37, -4%, -16, -1, 6%
CCOC(=O)N1CCN(Cc2nc3c(c(=O)[nH]c(=O)n3C)n2Cc2ccccc2C)CC1
    -18%, 9%, 5, 46%, -9, -6, -1%
C[N+]1(CC(=O)Nc2ccccc2Cl)CCN(C(=O)c2cccs2)CC1
    -13%, -12%, 12, -7%, 30, -1, 10%
CC1CN(C(C)C(=O)NC(c2ccccc2)c2ccccc2)CC(C)O1 (stereo not drawn)
    -5%, 4%, -17, 40%, -11, -5, 1%
Cc1ccc(-n2ncc3c(N4CCC5(CC4)OCCO5)ncnc32)c(C)c1
    -13%, 1%, 54, 37%, 3, -3, 9%
CNC(=O)c1nnsc1S(=O)(=O)c1ccc(Cl)cc1
    ?, 1%, -94*, ?, -1, 16, 9%
COC(=O)c1ccc(COc2ccccc2/C=N/O)o1
    -3%, 6%, -33, -18%, 31, 6, -6%
Nc1c2c(nc3sc4c(c13)CCCCC4)CCCCC2
    0%, 0%, -15, -26%, 59*, 51*, 7%
Cc1ccoc1C(=O)N1CCCC(CO)(Cc2ccc(F)cc2)C1 (stereo not drawn)
    -1%, ., -2, 32%, -7, -4, 3%

Screens (PubChem)
